Screening results as filed in PubChem BioAssay.
FUS yeast rescue: rescues growth of FUS-expressing yeast; S. cerevisiae FUS-expressing, growth rescue, OD600, 24 h; Potency, µM (series often up to 76.6 µM), for inactives: top-dose growth rescue (activation), hits mostly activators; hit rate 0.24% among 390,000;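 further: potency means the concentration at half of the fitted maximal effect; plate controls were DMSO vehicle for no effect and reference control for full effect; nearly all actives have a fitted effect of over 55% in size; some results filed as inactive show a strong effect at the top dose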
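Read-out: OD at 600 nm after 24hr at 30C, reporting rescue of FUS-induced yeast toxicity. Cells at OD 0.005 in galactose (2%) minimal medium; compounds tested in a dilution series; CP55940 titration from 92uM final as control.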
D3 antag: blocks the human D3 dopamine receptor; P35462; D3R cells, DiscoveRx beta-arrestin luminescence, antagonist mode; active compounds read low; max response, negative = inhibition, %; hit rate 2.5% among 360,000; in the data active means max response below about -50%; inconclusive means no clear call, values can overlap the other calls; further: on the % scale 0 is the no-effect control and ±100 the full control effect; mostly tested at two doses, the higher about 12 µM
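Cells plated overnight at 1500 cells/well, then exposed to library compounds with dopamine controls for 90 minutes at 37 degrees C. DiscoveRx reagent added for 30–60 minutes at room temperature; luminescence read, quantitative HTS format.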
PTHR1 agonist: activates the human parathyroid hormone receptor PTHR1. Q03431. HEK293 GP2 PTHR1 cells, GloSensor cAMP luminescence, 1 h. Potency, µM (top dose mostly 115 µM), inactives show top-dose activation, hits mostly activators. hit rate 0.075% among 410,000. AID 743266; further: potency means the concentration at half of the fitted maximal effect; nearly all actives have a fitted effect of over 55% in size; some results filed as inactive show a strong effect at the top dose; inactives centre near -15; many of its hits are not listed in these tables
Target sequence (Q03431 whole entry, looked up): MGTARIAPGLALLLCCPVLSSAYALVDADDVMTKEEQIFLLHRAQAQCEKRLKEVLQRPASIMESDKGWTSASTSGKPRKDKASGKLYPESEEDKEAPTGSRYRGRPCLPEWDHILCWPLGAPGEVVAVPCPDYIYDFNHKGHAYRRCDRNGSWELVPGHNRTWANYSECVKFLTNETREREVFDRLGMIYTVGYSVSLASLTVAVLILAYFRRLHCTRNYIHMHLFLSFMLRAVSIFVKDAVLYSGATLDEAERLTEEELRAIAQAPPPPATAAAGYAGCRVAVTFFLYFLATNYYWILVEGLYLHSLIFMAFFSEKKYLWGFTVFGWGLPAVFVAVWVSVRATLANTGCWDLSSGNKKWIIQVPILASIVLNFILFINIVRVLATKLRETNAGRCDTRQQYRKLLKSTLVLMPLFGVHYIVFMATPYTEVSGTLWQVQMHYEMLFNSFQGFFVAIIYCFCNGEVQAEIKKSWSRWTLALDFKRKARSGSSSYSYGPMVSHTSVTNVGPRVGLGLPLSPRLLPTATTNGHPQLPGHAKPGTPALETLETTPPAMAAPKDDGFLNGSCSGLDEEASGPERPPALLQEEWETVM
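HEK-293-derived GP2 cells expressing PTHR1 and a GloSensor cAMP reporter, 3,000/well, plated overnight, given luciferin plus IBMX (each 0.5 mM as added) for 1 h at 37 °C, then compound for 1 h at 37 °C. Luminescence was read after 15 min at room temperature.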
GLP1R inv ag: inverse agonists of human GLP-1 receptor. P43220. HEK293 GLP-1R CRE-luciferase, luminescence, 24 h; GLP-1R form is constitutively active. Potency, µM (top dose mostly 38.3 µM), without a hit: top-dose activity change, negative = inhibition, actives largely listed as inhibitors. hit rate 1.6% among 410,000. AID 624417; further: potency means the concentration at half of the fitted maximal effect; on the % scale 0 is the no-effect control and ±100 the full control effect; nearly all actives have a fitted effect of over 55% in size
Target sequence (P43220 whole entry, looked up): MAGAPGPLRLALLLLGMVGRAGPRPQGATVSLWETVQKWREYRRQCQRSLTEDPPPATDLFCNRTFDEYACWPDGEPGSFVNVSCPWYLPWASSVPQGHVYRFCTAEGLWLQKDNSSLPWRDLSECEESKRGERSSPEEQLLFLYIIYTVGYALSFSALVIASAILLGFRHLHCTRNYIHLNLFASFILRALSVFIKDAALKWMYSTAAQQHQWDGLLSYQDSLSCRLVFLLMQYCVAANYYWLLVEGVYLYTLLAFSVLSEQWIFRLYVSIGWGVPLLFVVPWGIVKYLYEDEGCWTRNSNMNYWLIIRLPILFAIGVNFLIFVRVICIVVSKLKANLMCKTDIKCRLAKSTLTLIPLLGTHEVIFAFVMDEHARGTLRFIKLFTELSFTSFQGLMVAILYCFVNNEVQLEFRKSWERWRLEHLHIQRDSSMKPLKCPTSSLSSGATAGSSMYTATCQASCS
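Assay principle: reduced luminescence from a cAMP-responsive reporter in HEK293 cells co-expressing a constitutively active GLP-1R. Conditions: 24 hr compound incubation, 37 deg C, 5% CO2.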
GLP-1R agonist: agonists of human GLP-1 receptor; HEK293 GLP-1R CRE-luciferase, luminescence, 4-6 h; cells express a hypersensitive GLP-1R form; Potency, µM (doses to about 45.6 µM), without a hit: at the highest dose activation, hits mostly activators; hit rate 0.007% among 380,000; further: potency means the concentration at half of the fitted maximal effect; % of control where 0% means no effect
aSyn rescue: inhibitors of alpha-synuclein toxicity in yeast; Yeast expressing alpha-synuclein, growth rescue, BacTiter-Glo, 24 h; Potency, µM (top dose mostly 46.1 µM), inactives show at the highest dose growth rescue (activation), hits mostly activators; hit rate 0.14% among 370,000; AID 652106; further: potency means the concentration at half of the fitted maximal effect; % of control where 0% means no effect; nearly all actives have a fitted effect of over 65% in size
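Rescue of yeast growth: cells expressing toxic alpha-synuclein, induced in galactose at OD600 0.02, incubated with compound 24 h at 30 C. ATP luminescence quantified growth; inhibitors of toxicity appear as activators.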
Akt phos inh: Akt phosphorylation inhibition; Neuro2A IGF-stimulated pAkt S473 HTRF, 20 min; active compounds read low; activity change, % for hits at 50 µM; hit rate 0.32% among 360,000; AID 651550; in the data active means activity change below about -80%; inconclusive means mostly about -51% to -80%; further: on the % scale 0 is the no-effect control and ±100 the full control effect
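Single-point screen (50 µM final compound) in Neuro2A cells stimulated 20 min with 6 nM IGF at 37 deg C. After lysis, Ser473-phosphorylated Akt read by HTRF (ex 330 nm, em 615/665 nm) as the 665/615 ratio.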
Abeta yeast res: compounds reversing amyloid beta toxicity in yeast; Potency, µM (doses to about 46.1 µM), for inactives: top-dose growth rescue, actives largely listed as activators; hit rate 0.063% among 410,000; yeast expressing A-beta42, growth rescue, OD600, 48 h; response scale: 0% DMSO, 100% iron-clioquinol control; further: potency means the concentration at half of the fitted maximal effect; nearly all actives have a fitted effect of over 55% in size
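Growth rescue measured by 600 nm absorbance after 48 h yeast culture at 30 C with compound. Values normalized between DMSO and an equimolar ferric chloride plus clioquinol control.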
TDP-43 yeast inh: TDP-43 toxicity inhibition in yeast; hit rate 1.8% among 410,000; Potency, µM (top dose mostly 46.1 µM), inactives show top-dose growth rescue (activation), most hits filed as activators; AID 652104; TDP-43 expressing yeast growth rescue, BacTiter-Glo, 24 h; further: potency means the concentration at half of the fitted maximal effect; % of control where 0% means no effect; nearly all actives have a fitted effect of over 50% in size
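Readout is BacTiter-Glo luminescence of cell growth, so inhibitors register as activators. TDP-43-expressing yeast at OD600=0.02 in galactose medium, after raffinose pregrowth to mid-log, were incubated with compound for 24 hr at 30 deg C.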
* hit, by the source's call; i = inactive; ? = inconclusive; . = no result given; [ ] = another dose, or the depositor's remark. Unless noted, the call rests on the fitted dose curve; in most records, active means well fitted curve in the direction sought with a large enough effect; inconclusive means small, poorly fitted or top-dose-only effect, or another doubt; inactive means no such curve, though single readings can be large; an effect the other way counts as inactive or inconclusive.

Screens by letter: A = FUS yeast rescue; B = D3 antag; C = PTHR1 agonist; D = GLP1R inv ag; E = GLP-1R agonist; F = aSyn rescue; G = Akt phos inh; H = Abeta yeast res; I = TDP-43 yeast inh
Cc1nc(SCC(=O)N(CC(C)C)C2CCS(=O)(=O)C2)c2c(C)c(C)sc2n1 (stereo unspecified)
  A: . | B: 55 | C: -17% | D: 34%[activator] | E: ? | F: 1% | G: i | H: 3% | I: 14%

CC(C)C(=O)NC(=S)Nc1ccc(S(=O)(=O)N2CCCC2)cc1
  A: . | B: -1 | C: -33%[inhibitor] | D: -18% | E: 1% | F: -7% | G: i | H: -5% | I: 10%

CCOC(=O)N1CCN(c2cc(=O)n(-c3cccc(Br)c3)c(=O)[nH]2)CC1
  A: -2% | B: 7 | C: -19% | D: 10% | E: -1% | F: -2% | G: i | H: -13% | I: 10%

O=C(CSc1n[nH]c(-c2ccccc2Cl)n1)N1CCN(c2ccccc2)CC1
  A: 23% | B: . | C: -14% | D: -7% | E: . | F: . | G: . | H: -6% | I: ?

CC(=O)c1ccc(OCC(=O)Nc2ccc(N3CCCCC3)cc2)cc1
  A: 22% | B: -13 | C: -6% | D: 12% | E: -4% | F: -9% | G: i | H: -12% | I: -4%

Cc1ccc(C(=O)CC(=O)c2ccccc2)cc1
  A: -7% | B: 7 | C: -27% | D: -7% | E: -4% | F: -13% | G: i | H: -55%[inhibitor] | I: 14%

CN(C(=O)COC(=O)c1cc2ccccc2cc1O)c1ccccc1
  A: -23% | B: 2 | C: -20% | D: ? | E: -2% | F: 1% | G: i | H: -8% | I: 6%

Cc1ccc(-c2cc(C(F)F)nc(NCC3CCCO3)n2)cc1 (stereo unspecified)
  A: 41% | B: 21 | C: -14%[57.5 µM] | D: ? | E: 18% | F: -3% | G: i | H: -31%[inhibitor] | I: ?

COc1ccc(C(=O)NC2=NCCS2)cc1
  A: 15% | B: -8 | C: -10% | D: -17% | E: 8% | F: -7% | G: i | H: -4% | I: -19%

Oc1ccccc1/C=N/Nc1nn[nH]n1
  A: -20% | B: -12 | C: i | D: 10% | E: -6% | F: -5% | G: i | H: 18% | I: 27%

C=CCN=C(NC#N)SCCc1ccccc1
  A: 22% | B: ? | C: -1%[57.5 µM] | D: -2% | E: -3% | F: 1% | G: i | H: 6% | I: -11%

COc1cccc(CNC(=O)c2nn(-c3ccccc3Cl)nc2CO)c1
  A: 3% | B: . | C: i | D: 6% | E: . | F: . | G: . | H: -5% | I: 19%

O=S(=O)(NCC1CCCO1)c1cnc(Cl)c(Br)c1 (stereo unspecified)
  A: . | B: -21 | C: -4% | D: -10% | E: -7% | F: 1% | G: i | H: -5% | I: -8%

Cc1ccc(SC(C)C(=O)Nc2ccc(S(=O)(=O)N3CCOCC3)cc2)cc1 (stereo unspecified)
  A: 19% | B: -9 | C: -9%[57.5 µM] | D: 1% | E: 6% | F: 0% | G: i | H: 19% | I: -12%

COc1ccc(S(=O)(=O)Nc2nc3n(n2)C(c2ccc(Cl)cc2)CC(=O)N3)cc1 (stereo unspecified)
  A: 10% | B: 3 | C: i | D: -4% | E: 0% | F: 1% | G: i | H: 4% | I: -20%

Cc1cccc(OCc2nnc(-c3ccccc3)o2)c1
  A: -10% | B: . | C: i | D: 7% | E: . | F: . | G: . | H: 18% | I: 15%

Cc1cccc(C)c1NC(=O)CN1CCN(C(=O)c2cc(C3CC3)nn2-c2ccccc2)CC1
  A: 13% | B: -14 | C: -4% | D: -28% | E: -7% | F: -3% | G: i | H: 2% | I: 2%

O=C(Nc1ccncc1)C1CCN(S(=O)(=O)c2ccccc2C(F)(F)F)CC1
  A: . | B: 0 | C: -38%[inhibitor] | D: -24% | E: 6% | F: -4% | G: i | H: -9% | I: -17%

Cc1ccc2nc(SCc3ccc([N+](=O)[O-])cc3)nc(C)c2c1
  A: -3% | B: -15 | C: i | D: 2% | E: -4% | F: 10% | G: i | H: -8% | I: -25%

COC(=O)c1ccc(OC)c(-c2c(OC)cc(OC)cc2OC)c1
  A: 6% | B: 20 | C: i | D: -16% | E: 28% | F: 3% | G: i | H: 20% | I: -9%

O=C(Nc1nnc(-c2ccccn2)o1)c1cccc(Cl)c1
  A: 6% | B: -14 | C: -15% | D: 1% | E: 0% | F: 11% | G: i | H: ? | I: -6%

CS(=O)(=O)N1CCC(C(=O)Nc2ccc(OCc3ccccc3)cc2)CC1
  A: 3% | B: 9 | C: 4%[57.5 µM] | D: -17% | E: 5% | F: -8% | G: i | H: 17% | I: -15%

CN(C)C(=O)c1ccc(COc2ccccc2Br)o1
  A: 4% | B: ? | C: -9%[57.5 µM] | D: 8% | E: 29% | F: -2% | G: i | H: -16% | I: -1%

O=C(CCN1C(=O)c2cccc3cccc(c23)C1=O)NC1CCS(=O)(=O)C1 (stereo unspecified)
  A: 11% | B: 17 | C: -2% | D: 61%[activator] | E: 0% | F: -2% | G: i | H: -1% | I: 4%

C=C(C)CNC(=O)CCc1nnc(Cc2cccc(C(F)(F)F)c2)o1
  A: -3% | B: 7 | C: -20% | D: 13% | E: 23% | F: 0% | G: i | H: -4% | I: -13%[0.397 µM]

COc1ccccc1NC(=O)N(C)C[C@@H]1OCc2cnnn2CCCC(=O)N([C@@H](C)CO)C[C@@H]1C
  A: -11% | B: 18 | C: -23% | D: 3% | E: 7% | F: 1% | G: i | H: 1% | I: 14%

Cc1ccccc1C(=O)O/N=C(\N)c1ccccc1
  A: 2% | B: 17 | C: -40% | D: ? | E: -3% | F: -47%[inhibitor] | G: i | H: -28% | I: ?

O=C(O)c1cccc(NC(=O)C23CC4CC(C2)CC(n2cnc(Cl)n2)(C4)C3)c1
  A: 19% | B: 7 | C: 17%[57.5 µM] | D: 5% | E: -9% | F: 0% | G: i | H: 5% | I: 3%

Cc1ccc2oc(C(=O)Nc3ccc(S(=O)(=O)Nc4onc(C)c4C)cc3)c(C)c2c1
  A: -19% | B: -1 | C: -26% | D: 24% | E: -1% | F: -4% | G: i | H: 4% | I: -6%

CCN(CC)S(=O)(=O)c1cccc(NC(=O)COC(=O)C2CC3C=CC2C3)c1 (stereo unspecified)
  A: 24% | B: -7 | C: -1% | D: ? | E: -2% | F: -3% | G: i | H: 3% | I: -2%

CCCCN(CC(=O)NC1CC1)S(=O)(=O)c1ccc(OCC)cc1
  A: -13% | B: 6 | C: -6% | D: -2% | E: 3% | F: -3% | G: i | H: 4% | I: 12%

Cc1ccc(S(=O)(=O)NCCC(=O)NC(C)c2ccccc2)cc1 (stereo unspecified)
  A: 1% | B: -7 | C: -27% | D: ? | E: 0% | F: -5% | G: i | H: 0% | I: -13%

CNc1nc(Oc2cccc(F)c2)c2sccc2n1
  A: -25% | B: 19 | C: 10% | D: 0% | E: 16% | F: 10% | G: i | H: 6% | I: 8%

CCOc1cc(C(=O)Nc2ccc(N3CCOCC3)cc2)cc(Br)c1OC
  A: 8% | B: 0 | C: -11% | D: -22% | E: 11% | F: 1% | G: i | H: 4% | I: 24%

CCCCNC(=O)c1nc(C2CCN(S(=O)(=O)c3ccc(F)c(F)c3)CC2)oc1-c1ccccc1
  A: 1% | B: 2 | C: -10% | D: 26% | E: -2% | F: 0% | G: i | H: -7% | I: 7%

O=C(COc1ccccc1C(=O)O)Nc1ccc(SC(F)F)cc1
  A: 2% | B: -2 | C: -10% | D: 38%[activator] | E: -4% | F: 2% | G: i | H: ? | I: -15%[0.397 µM]

COc1cc(C)nc2nc(SCc3ccccc3)nn12
  A: 1% | B: -10 | C: -8% | D: 2% | E: 2% | F: 1% | G: i | H: 24% | I: 18%

CCOC(=O)c1cc(-c2ccc(C)cc2)n(CC(=O)NC2CCCCCC2)c1C
  A: -27% | B: . | C: i | D: -6% | E: 1% | F: . | G: . | H: -1% | I: 14%

Cc1cc(NC(=O)CCC(=O)N(C2CC2)C2(C(=O)NC3CCCC3)CCC(C)CC2)no1 (stereo unspecified)
  A: 35% | B: -22 | C: 2% | D: -13% | E: 7% | F: -1% | G: i | H: 3% | I: -9%

O=c1c2ccccc2sn1-c1nccs1
  A: 12% | B: ? | C: -11% | D: 8% | E: -2% | F: -67%[inhibitor] | G: i | H: -94%[inhibitor] | I: -92%[inhibitor]

CCn1c(SCC(=O)Nc2nc(C)cs2)nnc1C(C)NC(=O)c1ccccc1 (stereo unspecified)
  A: 6% | B: 1 | C: i | D: -11% | E: 1% | F: -2% | G: i | H: 2% | I: -2%

Random excerpt: 4 compounds from above
Screens by letter: A = FUS yeast rescue; B = D3 antag; C = PTHR1 agonist; D = GLP1R inv ag; E = GLP-1R agonist; F = aSyn rescue; G = Akt phos inh; H = Abeta yeast res; I = TDP-43 yeast inh
COc1cc(C)nc2nc(SCc3ccccc3)nn12
  A: 1% | B: -10 | C: -8% | D: 2% | E: 2% | F: 1% | G: i | H: 24% | I: 18%

Cc1ccc(S(=O)(=O)NCCC(=O)NC(C)c2ccccc2)cc1 (stereo unspecified)
  A: 1% | B: -7 | C: -27% | D: ? | E: 0% | F: -5% | G: i | H: 0% | I: -13%

O=c1c2ccccc2sn1-c1nccs1
  A: 12% | B: ? | C: -11% | D: 8% | E: -2% | F: -67%[inhibitor] | G: i | H: -94%[inhibitor] | I: -92%[inhibitor]

CCOC(=O)c1cc(-c2ccc(C)cc2)n(CC(=O)NC2CCCCCC2)c1C
  A: -27% | B: . | C: i | D: -6% | E: 1% | F: . | G: . | H: -1% | I: 14%

This is a subset. The share of hits here may be higher or lower than overall.
